hIAP block: human IAP inhibitors, primary screen, biochemical, luminescence, uHTS | Intestinal-type alkaline phosphatase (Homo sapiens), P09923 | purified IAP, CDP-Star luminescence, 30 min | inhibition, % at 10 µM | actives 0.12% (n = 330,000) | AID 2544, 2010;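 active = inhibition reaching a set limit with compound at 10 µM in the primary screen, cut at about 35% in these data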;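 note: plate controls were DMSO wells with enzyme for no effect and no-enzyme buffer wells for full effect; values of inactives mirror those of a sister screen read the other way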
Target sequence (P09923 whole entry, looked up): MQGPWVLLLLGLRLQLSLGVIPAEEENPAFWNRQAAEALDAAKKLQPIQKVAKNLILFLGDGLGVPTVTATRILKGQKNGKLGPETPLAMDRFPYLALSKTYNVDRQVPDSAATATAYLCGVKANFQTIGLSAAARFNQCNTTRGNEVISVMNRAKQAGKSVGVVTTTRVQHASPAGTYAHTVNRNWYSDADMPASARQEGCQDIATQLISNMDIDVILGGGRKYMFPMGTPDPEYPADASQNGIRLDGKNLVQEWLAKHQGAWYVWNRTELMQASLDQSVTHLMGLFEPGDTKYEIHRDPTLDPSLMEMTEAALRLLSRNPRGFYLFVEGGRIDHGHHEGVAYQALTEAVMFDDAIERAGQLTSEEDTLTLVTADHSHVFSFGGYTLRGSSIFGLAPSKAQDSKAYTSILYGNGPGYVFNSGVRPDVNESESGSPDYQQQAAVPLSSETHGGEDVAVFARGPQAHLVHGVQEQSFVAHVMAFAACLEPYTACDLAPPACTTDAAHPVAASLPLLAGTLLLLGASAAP
tim10-1 inh: growth inhibitors of tim10-1 mutant yeast, primary screen, luminescence, uHTS. S. cerevisiae tim10-1 ts strain growth, BacTiter-Glo, 24 h. inhibition, % at 20 µM. actives 2.2% (n = 330,000);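 active = inhibition of at least 40%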;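 note: mutant grown at 25 °C; 0% = DMSO wells with yeast and 100% = wells holding no yeast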
APOBEC3G inh: APOBEC3G DNA deaminase inhibitors, primary screen, biochemical, fluorescence, single-stranded DNA substrate, uHTS; inhibition, % at 20 µM; DNA dC->dU-editing enzyme APOBEC-3G (Homo sapiens), Q9HC16; recombinant A3G, ssDNA deamination FAM/TAMRA fluorescence; actives 0.28% (n = 330,000);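 active = inhibition of at least 40% at 20 µM, with no more than 30% in the related APOBEC3A deaminase screen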;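 note: plate controls were DMSO wells with A3G for no effect and wells lacking A3G enzyme for full effect; some compounds called inactive have numbers as strong as hits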
Target sequence (Q9HC16 whole entry, looked up): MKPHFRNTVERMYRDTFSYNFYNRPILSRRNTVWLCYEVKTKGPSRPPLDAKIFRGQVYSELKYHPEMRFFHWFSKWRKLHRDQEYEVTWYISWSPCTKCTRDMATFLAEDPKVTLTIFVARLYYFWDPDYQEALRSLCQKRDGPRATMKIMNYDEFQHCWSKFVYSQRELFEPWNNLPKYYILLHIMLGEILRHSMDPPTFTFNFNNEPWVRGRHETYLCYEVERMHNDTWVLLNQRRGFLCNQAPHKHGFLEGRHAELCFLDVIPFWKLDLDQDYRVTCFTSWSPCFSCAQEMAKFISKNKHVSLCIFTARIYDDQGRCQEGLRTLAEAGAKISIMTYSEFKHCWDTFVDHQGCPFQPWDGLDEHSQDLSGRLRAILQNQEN
NALP3 yeast inh: NALP3 inflammasome inhibitors in reconstituted yeast, primary screen, luminescence, uHTS. Yeast reconstituted NLRP3/ASC/caspase-1, beta-gal luminescence, 24 h. inhibition, % at 10 µM. actives 0.39% (n = 330,000);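 active = inhibition of 50% or more; inactive = inhibition below 50%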;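 note: plate controls were induced DMSO wells for no effect and uninduced yeast grown without galactose for full effect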
APOBEC3A inh: APOBEC3A ssDNA deaminase inhibitors, primary screen, selectivity assay for APOBEC3G inhibitor project, biochemical, FAM/TAMRA oligo cleavage fluorescence; DNA dC->dU-editing enzyme APOBEC-3A (Homo sapiens), P31941; recombinant A3A, FAM/TAMRA ssDNA deamination fluorescence; inhibition, % at 20 µM; actives 0.41% (n = 330,000); AID 493011, 2011;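 active = at least 40% inhibition at 20 µM here, with at most 30% in a related deaminase screen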;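 note: plate controls were A3A with DMSO for no effect and wells lacking A3A enzyme for full effect; some results filed as inactive read as strong as hits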
Target sequence (P31941 whole entry, looked up): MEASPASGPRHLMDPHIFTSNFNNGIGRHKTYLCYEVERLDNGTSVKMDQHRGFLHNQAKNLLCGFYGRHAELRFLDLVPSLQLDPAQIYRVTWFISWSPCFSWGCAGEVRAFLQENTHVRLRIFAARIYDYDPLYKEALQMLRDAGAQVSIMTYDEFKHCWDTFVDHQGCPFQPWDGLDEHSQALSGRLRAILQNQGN
mIAP block: inhibitors of mouse IAP, primary screen, biochemical, luminescence, uHTS. intestinal alkaline phosphatase [Mus musculus]. purified mouse IAP, CDP-Star luminescence, 30 min. inhibition, % at 10 µM. actives 0.2% (n = 330,000). AID 2806, 2010;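 active = inhibition of at least 40% at 10 µM in the primary screen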;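 note: plate controls were DMSO with enzyme for no effect and no enzyme wells for full effect; values of inactives mirror those of a sister screen read the other way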
TIM10 inh: growth inhibitors of isogenic TIM10 control yeast, primary screen, counter-screen for tim10-1 yeast inhibitor project, luminescence, uHTS. S. cerevisiae TIM10 strain growth, BacTiter-Glo luminescence, 24 h. inhibition, % at 10 µM. actives 1.4% (n = 330,000). AID 463195, 2010;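 active = inhibition of 40% or more at the single tested concentration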;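 note: wild-type TIM10 isogenic control strain grown at permissive 25 °C; 0% = DMSO yeast wells and 100% = minimal medium wells without yeast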
mIAP act: activators of mouse IAP, primary screen, biochemical, luminescence, uHTS | intestinal alkaline phosphatase [Mus musculus] | muIAP, CDP-Star luminescence, 30 min; active compounds read high; 1 = vehicle-only enzyme signal, 0 = enzyme-free wells | activation factor at 10 µM | actives 0.24% (n = 330,000) | AID 2805, 2010;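 active = activation factor of at least 2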; note: the source names both 10 and 20 µM as test concentration; values of inactives mirror those of a sister screen read the other way
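Assay system: mouse IAP enzyme / Compound: DMSO-dissolved test compounds / Timing: 30 min, room temperature / Measured by: luminescence from enzymatic CDP-Star hydrolysis / Control set: DMSO-only wells, enzyme-free buffer wells as negative control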
MIN6 prolif: inducers of MIN6 beta-cell proliferation, primary screen, ATP luminescence, uHTS | AID 2380, 2010 | actives 0.29% (n = 330,000) | proliferation, % at 10 µM | MIN6 cells proliferation, ATPlite luminescence, 48 h; cells starved in 0.2% serum; 100% = growth in 10% serum;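 active = compounds whose signal lies at least 3.5 SD above the mean of all wells on their plate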;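 note: 0% = DMSO-treated cells in low-serum medium and 100% = 10% serum control; some compounds called inactive have numbers as strong as hits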
* = called active by the depositor.

#	canonical_smiles	hIAP block	tim10-1 inh	APOBEC3G inh	NALP3 yeast inh	APOBEC3A inh	mIAP block	TIM10 inh	mIAP act	MIN6 prolif
1	CC1CN(C(=O)CSc2ncnc3sccc23)CC(C)O1 (stereo not drawn)	-2	-2	5	29	3	0	4	1	-2
2	COC(=O)Nc1ccc(N2CCOCC2)c(S(=O)(=O)N2CCOCC2)c1	-2	3	-1	5	0	1	4	0.99	5
3	Cc1cc(C)n2nc(SCc3nnc(SCCCCl)o3)nc2n1	-11	-6	3	8	4	6	-1	0.94	-2
4	CCN(CC)CCCn1c(=S)[nH]c2ccc(Cl)cc2c1=O	-13	38	-6	0	-7	-8	-4	1.1	2
5	COc1cc(Cc2nc3ccc(S(=O)(=O)N4CCOCC4)cc3[nH]2)cc(OC)c1OC	-64	4	-1	26	1	-11	-4	1.1	-2
6	Nc1ccc2oc3ncccc3c(=O)c2c1	6	11	-4	16	2	7	9	0.93	-2
7	CCCc1cc(=O)c2ccc(OC/C(C)=N/O)cc2o1	-12	8	-11	12	-1	-5	8	1	1
8	CCOc1ccc(OCCC(=O)OCC(=O)Nc2cc(OCC)c(N3CCOCC3)cc2OCC)cc1	6	46*	-3	19	2	6	28	0.94	-6
9	CCN(Cc1ccccc1)C(=O)C1CCN(Cc2ccc(SC)cc2)CC1	3	-37	-5	16	3	-9	-12	1.1	-2
10	CC1CCN(S(=O)(=O)c2ccc(NC(=O)Cc3ccc(S(=O)(=O)N4CCOCC4)s3)cc2)CC1	5	3	-1	18	32	1	-1	0.99	-4
11	COc1ccc(Cn2c(CCC(=O)Nc3ccc(C)cc3)nc3cccnc32)cc1	-11	38	-5	-1	-2	-7	-2	1.1	-1
12	O=C(NCc1ccccc1)C(c1ccco1)N(C(=O)c1ccccn1)c1ccccc1 (stereo not drawn)	-2	-11	-9	24	-4	8	15	0.92	-2
13	CCOc1nc(Nc2ccc(OC)cc2OC)nc(OCC)n1	-11	1	-2	3	-6	-10	6	1.1	-4
14	CC(C)=C(NC(=O)c1ccccc1Br)C(=O)NCCc1nc2ccccc2[nH]1	13	-6	2	7	1	2	-13	0.98	-3
15	COc1ccccc1NC(=O)C(C)NS(=O)(=O)c1ccc(F)cc1 (stereo not drawn)	-11	20	-9	5	-5	-2	-9	1	-3
16	CCc1c(C)c2ccc(OCC(=O)NCC3CCC(C(=O)O)CC3)c(C)c2oc1=O (stereo not drawn)	14	3	13	16	0	11	-5	0.89	-1
17	CCOC(=O)N1CCN(C(=O)CCS(=O)(=O)c2cc3c(cc2Cl)NC(=O)CO3)CC1	0	3	-7	6	-1	-23	0	1.2	-3
18	O=C1CCc2nc3ccccc3c(=O)n2N1	17	6	1	4	-1	0	5	1	-2
19	c1ccc(-c2nc3c([nH]2)CCc2nonc2-3)cc1	7	-12	-7	-9	-5	-2	-17	1	-2
20	CC(=O)Nc1ccc(S(=O)(=O)N2CCN(c3ccc([N+](=O)[O-])cc3)CC2)cc1	-4	1	-4	28	0	18	5	0.81	-1

Record cards, from the list above. Order of screens: hIAP block, tim10-1 inh, APOBEC3G inh, NALP3 yeast inh, APOBEC3A inh, mIAP block, TIM10 inh, mIAP act, MIN6 prolif
Profile of CC1CCN(S(=O)(=O)c2ccc(NC(=O)Cc3ccc(S(=O)(=O)N4CCOCC4)s3)cc2)CC1 → 5, 3, -1, 18, 32, 1, -1, 0.99, -4
Profile of Nc1ccc2oc3ncccc3c(=O)c2c1 → 6, 11, -4, 16, 2, 7, 9, 0.93, -2

New compounds follow.
#	canonical_smiles	hIAP block	tim10-1 inh	APOBEC3G inh	NALP3 yeast inh	APOBEC3A inh	mIAP block	TIM10 inh	mIAP act	MIN6 prolif
21	CCc1c(C)sc(NC(=O)/C=C/c2ccc3c(c2)OCO3)c1C(=O)OC	17	13	-9	18	-3	5	9	0.95	-2
22	COc1ccccc1NC(=O)CS(=O)(=O)c1cn(CC(=O)N2CCCC2)c2ccccc12	-3	10	6	18	1	-7	2	1.1	-2
23	O=C(CC(Nc1ccccc1)c1ccc(F)cc1)c1ccccc1 (stereo not drawn)	21	31	-5	2	-4	5	35	0.95	0
24	COc1ccc(/C=N/Nc2nc3ccccc3c(=O)n2-c2ccccc2)cc1OC	3	30	-2	7	1	3	18	0.97	0
25	COc1cc(/C=N/N2CCN(Cc3ccc(C)cc3)CC2)cc(OC)c1O	10	-11	54*	22	1	5	-3	0.95	-3
26	O=C(COC(=O)C1CC(=O)N(Cc2ccccc2)C1)Nc1ccc2c(c1)OCO2 (stereo not drawn)	-9	-3	-6	24	4	-6	3	1.1	-2
27	COc1ccccc1-c1nnc(SCC(=O)N2CCCCC2)o1	-5	-14	-6	23	-2	4	-7	0.96	-3
28	O=C(O)COc1ccccc1C(Nc1ccccn1)c1cc(Cl)c2cccnc2c1O (stereo not drawn)	-20	17	-7	17	4	4	-3	0.96	-4
29	COc1ccc([N+](=O)[O-])cc1N(CC(=O)N1CCOCC1)S(C)(=O)=O	7	6	-1	8	-1	12	0	0.88	0
30	Cc1cc(Cl)c(OCCCN(C)C)c(Br)c1	2	8	3	15	-1	1	-4	0.99	-1
31	COc1cccc(CN(C)C(=O)CCN=C2NS(=O)(=O)c3ccccc32)c1OC	-4	-6	-7	5	-1	25	7	0.75	-1
32	O=C(CCNS(=O)(=O)c1ccccc1)N1CCN(C(c2ccccc2)c2ccccc2)CC1	-16	-2	-6	14	-2	6	-3	0.94	1
33	COC(=O)C1=C(C)N(Cc2ccccc2)C(=NCc2cccc(Cl)c2)N[C@H]1c1ccccc1	15	17	7	20	37	-21	12	1.2	-6
34	O=C(NCc1ccc(Cl)cc1)c1ccc(-c2ccccc2C(F)(F)F)o1	3	17	-10	0	-5	-2	-22	1	-9
35	COc1cccc(CNC(=O)CN2C(=O)COc3ccc(S(=O)(=O)N4CCC(C)CC4)cc32)c1	-32	12	0	8	2	4	3	0.96	2
36	CC(C)(CNc1ccc(C(F)(F)F)cc1[N+](=O)[O-])N1CCOCC1	-9	33	-6	10	-5	4	15	0.95	-4
37	COc1ccc(NC(=O)C(=O)NNC(=O)c2cccs2)cc1	18	7	-6	-5	-3	29	11	0.71	-2
38	Cc1ccc(S(=O)(=O)N(C)C)cc1NC(=O)CN1C(=O)NC2(CCCCCCC2)C1=O	-18	0	-8	2	-1	-10	6	1.1	-4
39	Cc1[nH]n(-c2cccc(Cl)c2)c(=O)c1C=NCc1ccco1	-15	20	6	31	44*	3	12	0.97	-3
40	COc1ccc(CNC(=O)CN2C(=O)NC(C)(c3cccc4ccccc34)C2=O)cc1OC (stereo not drawn)	5	4	-6	-6	1	-13	7	1.1	-2
41	COc1ccc(CNC(=O)Cn2cccc2C(=O)c2ccccc2C)cc1	6	15	2	14	-2	-8	8	1.1	-3
42	Cc1ccc(OCC(=O)Nc2ccccc2F)cc1	-9	2	-1	32	0	-11	-9	1.1	1
43	COc1cc(OC)c(C(=O)OCC(=O)NC2CCCC2)cc1OC	-13	4	-7	15	-1	-1	-3	1	-2
44	CC(Cc1ccccc1)NC(=O)c1ccc([N+](=O)[O-])cc1 (stereo not drawn)	-7	2	-2	21	4	13	-9	0.87	-2
45	CCC1SC(N)=NC1=O (stereo not drawn)	-21	-9	2	-2	-3	-10	-12	1.1	-1
46	CC1(C)CC(=O)C(C2C3=C(CC(C)(C)CC3=O)Oc3ccccc32)=C(O)C1 (stereo not drawn)	7	17	-4	6	2	0	16	1	0
47	CCN(c1ccccc1)S(=O)(=O)c1ccc(Cl)c(NC(=O)CSc2n[nH]c(N)n2)c1	-32	6	-13	-13	-4	0	-10	1	-1
48	CCC1N=C(SC)NC(C)=C1C(=O)c1ccccc1 (stereo not drawn)	-11	5	19	16	48*	2	1	0.98	-2
49	COc1ccc2nc(NC(=O)CCc3cc(OC)c(OC)c(OC)c3)sc2c1	-10	25	-3	11	4	-10	19	1.1	-2
50	Cc1noc(NS(=O)(=O)c2ccc(NC(=O)CS(=O)(=O)c3ccccc3)cc2)c1C	-3	-12	-3	3	-2	-3	-7	1	-2
51	Cc1ccc(CC(=O)Nc2ccc(C(=O)N3CCCCC3)cc2)cc1	0	-9	-4	-6	0	0	-1	1	2
52	COc1ccc(N2CC(C)Cn3c2nc2c3c(=O)n(Cc3ccccc3F)c(=O)n2C)c(OC)c1 (stereo not drawn)	8	25	-3	-4	2	-3	25	1	-1
53	CNC(=O)CN(C)S(=O)(=O)c1ccc(F)cc1	5	3	0	19	4	-8	0	1.1	-1
54	O=C(Nn1c(Cc2cccs2)nc2ccccc2c1=O)c1cccs1	0	13	3	1	6	8	11	0.92	-1
55	CCCn1c(Nc2ccc(Cl)cc2)nc2ccccc21	4	24	-4	15	-1	5	20	0.95	-2
56	COc1ccc(S(=O)(=O)N2N=C(c3cccc(NS(C)(=O)=O)c3)CC2c2ccco2)cc1 (stereo not drawn)	3	15	-5	12	-2	12	14	0.88	-2
57	O=C(Nc1cccnc1)C1CCC(CNS(=O)(=O)c2cccc3nsnc23)CC1 (stereo not drawn)	-6	-1	-4	13	1	-1	-11	1	-1
58	CCC(CC)NC(=O)CSc1ccc(S(=O)(=O)N2CCCCC2)cn1	-16	38	2	-3	4	-2	16	1	-2
59	COc1ccccc1Cn1c(=O)c2ccccc2n2c(SCC(=O)N3CCCCC3)nnc12	-4	0	-6	13	-5	-21	-10	1.2	-1
60	COC(=O)c1ccc(NC(=O)c2ccccc2N(C)S(C)(=O)=O)cc1	2	0	-8	13	-7	-3	1	1	0
61	COc1cccc(C(=O)OCC(=O)c2c[nH]c3ccccc23)c1OC	5	-10	-7	13	-3	-13	7	1.1	-5
62	CCOC(=O)C1CCN(C(=O)c2c(-c3c(Cl)cccc3Cl)noc2C)CC1	-13	19	-6	9	1	3	8	0.97	-2
63	CCCCN(CC)CCNC(=O)CN(C)S(=O)(=O)c1ccc2c(c1)c(=O)n(C)c(=O)n2C	-16	13	-5	12	-5	0	-3	1	-1
64	Cn1c(SCC(=O)N/N=C/c2cc([N+](=O)[O-])ccc2O)nnc1-c1ccccc1	-33	4	-5	22	-4	16	10	0.84	-4
65	CCOCCCNC(=O)N[C@@H](C)C(=O)OC	16	3	-7	-8	-1	4	-4	0.96	1
66	COc1cc(C(=O)Nc2nnc(-c3sccc3C)s2)cc(OC)c1OC	-18	11	-10	22	-5	-8	14	1.1	0
67	Cc1ccc(C)c(OCCC(=O)OCC(=O)Nc2cc(S(=O)(=O)N3CCCCC3)ccc2C)c1	-6	23	-6	-12	-2	-28	19	1.3	3
68	COc1cccc(NC(=O)CN(C)C(=O)c2ccc(NC3CC3)c([N+](=O)[O-])c2)c1	16	10	-5	23	1	8	-5	0.92	-4
69	O=C(COC(=O)c1ccccc1C(=O)N1CCN(c2ccc(F)cc2)CC1)NCc1ccccc1	16	22	2	-6	0	1	22	0.99	0

High-throughput results as filed in PubChem BioAssay.
